Screening results (PubChem BioAssay)
HTR2A ag – mouse HTR2A agonism via beta-arrestin recruitment; P35363; CHO-K1 mHTR2A beta-arrestin complementation, luminescence; percent of 30 µM serotonin response; activation, % at 7.6 µM; 360,000 compounds, 0.66% hits; AID 624169;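 active = activation above a run cutoff, the mean activation of all tested compounds plus 3 SD, cut at about 14% in these data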;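 also: 0% = plate median of compound wells and 100% = 30 µM serotonin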
Target sequence (P35363 whole entry, looked up): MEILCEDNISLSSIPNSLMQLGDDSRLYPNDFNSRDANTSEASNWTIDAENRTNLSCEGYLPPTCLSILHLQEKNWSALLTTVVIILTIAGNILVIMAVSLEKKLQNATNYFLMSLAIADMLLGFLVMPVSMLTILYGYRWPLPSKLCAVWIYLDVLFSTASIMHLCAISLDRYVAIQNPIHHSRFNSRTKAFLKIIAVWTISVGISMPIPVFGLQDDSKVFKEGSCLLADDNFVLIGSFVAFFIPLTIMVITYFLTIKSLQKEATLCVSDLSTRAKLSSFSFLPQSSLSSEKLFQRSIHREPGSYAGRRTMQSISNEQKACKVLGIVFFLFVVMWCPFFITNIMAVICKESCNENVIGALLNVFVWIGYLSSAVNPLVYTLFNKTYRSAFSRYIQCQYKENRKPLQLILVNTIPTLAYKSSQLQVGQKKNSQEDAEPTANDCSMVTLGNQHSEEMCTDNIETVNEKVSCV
Peg3 prom inh – reduces Peg3 promoter-driven luciferase expression in HeLa; HeLa PEG-Prom luciferase reporter, luminescence, overnight; inhibition, % at 20 µM; 360,000 compounds, 1.7% hits;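 active = inhibition of at least 50% at 20 µM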
NR2E3 ag-1 – agonists of human NR2E3 nuclear receptor. Q9Y5X4. CHO-S Gal4-NCOR/VP16-NR2E3 two-hybrid, luciferase. inhibition of corepressor binding, % at 3.98 µM. 360,000 compounds, 0.35% hits. AID 602229;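 active = inhibition above the mean of all tested compounds plus 3 SD, cut at about 70% in these data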;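 also: 0% = DMSO with NR2E3 transfected cells and 100% = cells lacking NR2E3 construct; higher means lower luciferase signal from less NR2E3 corepressor binding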
PDI turbidity – blocks human protein disulfide isomerase activity; P07237; PDI insulin aggregation turbidity, A650, 90 min; inhibition, % at 10 µM; 350,000 compounds, 0.052% hits;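 active = mean inhibition across replicates of 30% or more, whatever share of single replicates reach that level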;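 also: absorbance from insulin aggregation driven by PDI reduction with DTT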
Target sequence (P07237 whole entry, looked up): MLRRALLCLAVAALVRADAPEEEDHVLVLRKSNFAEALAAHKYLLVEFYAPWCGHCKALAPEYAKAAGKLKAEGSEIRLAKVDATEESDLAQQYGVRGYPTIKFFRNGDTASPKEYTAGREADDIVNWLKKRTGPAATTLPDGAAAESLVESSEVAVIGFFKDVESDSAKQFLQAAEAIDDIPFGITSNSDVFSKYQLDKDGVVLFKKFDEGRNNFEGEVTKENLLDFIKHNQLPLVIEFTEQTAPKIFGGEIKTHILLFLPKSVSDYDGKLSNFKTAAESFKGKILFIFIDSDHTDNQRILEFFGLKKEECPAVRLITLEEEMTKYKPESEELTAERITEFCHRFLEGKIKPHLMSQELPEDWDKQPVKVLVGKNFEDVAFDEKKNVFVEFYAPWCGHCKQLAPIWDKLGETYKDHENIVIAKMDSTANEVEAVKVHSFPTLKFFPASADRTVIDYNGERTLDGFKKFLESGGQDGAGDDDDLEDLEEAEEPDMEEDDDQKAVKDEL
Cardio protect – protects H9c2 cardiomyocytes from peroxide injury; H2O2 injury protection, ATPLite, 2 h; protection from H2O2 cell death, % at 20 µM; 360,000 compounds, 0.63% hits; AID 588492;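 active = compounds giving at least 50% protection of heart cells from peroxide-induced death in the single-dose screen, raw or plate-pattern-corrected value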;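 also: 0% = DMSO wells with peroxide and 100% = DMSO wells without peroxide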
HIF-2a block – HIF-2a inhibition. 360,000 compounds, 0.72% hits. AID 624352. 786-0 RCC cells HIF-2a reporter, luciferase luminescence, overnight. inhibition, % at 18.8 µM;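 active = inhibition of the luminescence signal of 40% or more relative to plate controls, in a single-dose primary screen at 18.75 µM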
CaV13 FRET inh – Primary screen for inhibitors of IQ motif and Ca2+-dependent inactivation inhibitor domain binding in CACNA1D, Förster resonance energy transfer in living cells, …; HEK cells, CFP/YFP FRET ICDI-IQ, plate reader, 10 min; percent FRET-ratio fall versus neutral wells; inhibition, % at 12.3 µM; 340,000 compounds, 0.098% hits;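 active = mean replicate inhibition of at least 30% and at least 1% of replicates passing that level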;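 also: 0% = median of the neutral control wells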
Shn3 inh set2 – Schnurri-3 reporter inhibition in Clone20 osteoblasts; Clone20 osteoblast Shn3 3'UTR firefly luciferase, 24 h; inhibition, % at 12.5 µM; 360,000 compounds, 0.52% hits;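 active = mean inhibition of at least 75% with every replicate also reaching 75%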;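 also: 0% = median of neutral control wells and 100% = pilot-screen positive control compound; some compounds past the cut are filed as inactive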
NR2E3 ag-2 – agonists of human nuclear receptor NR2E3; Q9Y5X4; GST-NR2E3/biotin-RetCOR TR-FRET, 1536-well; inhibition of corepressor binding, % at 4.78 µM; 320,000 compounds, 0.12% hits; AID 2300;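 active = percent inhibition above the cutoff of mean plus 3 SD of all tested compounds, set per screening campaign, cut at about 20% in these data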;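 also: 0% = DMSO wells and 100% = biotin wells as full block of FRET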
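system = GST-tagged NR2E3 plus biotinylated RetCOR corepressor | input = 1.35 nM GST-NR2E3 | also added = 7 nM biotin-RetCOR | schedule = 5 h incubation at 4 °C | measured by = TR-FRET with europium anti-GST and streptavidin-D2, 340 nm excitation | read-out = percent loss of FRET ratio relative to control wells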
MITF TRPM1 inh – MITF TRPM1 promoter inhibition in SK-MEL-5 cells | SK-MEL-5 TRPM1 promoter luciferase, 24 h | inhibition, % at 12.5 µM | 330,000 compounds, 0.83% hits | AID 488899;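 active = mean inhibition across replicates of 60% or more, whatever share of single replicates reaches that level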; also: values of inactives mirror those of a sister screen read the other way
hiPSC survival – hiPSC single-cell survival enhancement; survival enhancement, % at 20 µM; 360,000 compounds, 0.044% hits; ATPlite luminescence; 100% = ROCK inhibitor wells, 0% = DMSO; AID 602274; in the data active = survival enhancement above about 18%;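 also: cells exposed to compounds for 16 hours before the ATP read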
* = called active by the depositor; nt = not tested or not shown. Outcome played no part in choosing rows (roughly 3.9% active in at least one column).

#	SMILES	HTR2A ag	Peg3 prom inh	NR2E3 ag-1	PDI turbidity	Cardio protect	HIF-2a block	CaV13 FRET inh	Shn3 inh set2	NR2E3 ag-2	MITF TRPM1 inh	hiPSC survival
1	CCCN(CCC)CCNC(=O)C1CC(=O)N(c2ccc(OC)cc2)C1c1ccc(OC)cc1 (centres undefined)	0.7	-14.9	-16.9	16.0	7.8	15.7	-4.9	-7.1	3.1	-8.8	-2.0
2	COc1ccccc1N(C(=O)CNC(=O)c1ccco1)C(C(=O)NC1CCCCC1)c1ccncc1 (centres undefined)	-0.5	4.8	-45.5	-1.9	-1.5	9.5	-3.9	1.8	0.1	-4.6	1.2
3	COCOc1cccc(CN2CCC(C)(Oc3ccc(SC)cc3)C2)c1 (centres undefined)	0.2	-1.5	-18.5	-14.7	-10.1	-3.3	-4.1	-10.3	nt	nt	-2.3
4	CCOC(=O)CC(NS(=O)(=O)c1ccc(OC)c(OC)c1)c1cccc([N+](=O)[O-])c1 (centres undefined)	5.4	0.4	12.0	6.5	1.6	15.4	-14.8	-3.4	-1.5	5.8	-0.1
5	CC(C)c1ccc(C(=O)NCCCN2CCN(CCCNC(=O)c3ccc(C(C)C)cc3)CC2)cc1	-7.3	43.8	-15.0	5.5	-11.3	17.8	-3.1	31.0	-3.3	56.9	-1.4
6	O=C1CCN=C(Nc2ccc(F)cc2)N1Cc1ccccc1	-6.3	-8.1	-8.7	15.5	2.6	-12.8	-1.5	-4.8	0.4	2.6	-1.1
7	O=S(=O)(/N=C(/Nc1cccc2ccccc12)c1ccccc1)c1ccc(Br)cc1	0.2	28.8	-4.5	2.7	-5.6	12.0	-7.5	2.5	1.7	12.8	-0.4
8	CC(C(=O)NC1CC1)c1ncc(C(F)(F)F)cc1Cl (centres undefined)	0.1	7.9	-14.7	-4.0	10.2	12.6	-4.3	-2.8	3.6	-3.0	1.7
9	COc1ccc(CN2C(=O)CCC2(C)c2nnnn2-c2c(C)cccc2C)cc1OC (centres undefined)	-2.2	nt	-26.0	nt	nt	15.6	-9.9	nt	nt	nt	1.0
10	NC(=O)c1ccsc1NC(=O)COC(=O)[C@@H]1CCCN1C(=O)c1cccs1	0.5	7.2	-20.2	10.3	1.7	13.4	-14.3	-54.0	nt	1.4	5.0
11	O=[N+]([O-])c1ccc(CNCc2cc(Cl)ccc2O)cc1	-2.6	-43.7	-9.6	0.7	8.4	-55.6	-8.6	5.0	-0.5	-6.7	1.5
12	Cc1cccc(OCC(=O)Nc2ccc(N3CCCC3)cc2)c1C	-4.4	1.6	-64.9	4.1	-0.4	-5.1	-7.7	0.6	3.1	5.7	-1.2
13	CC(c1ccon1)N(C)C(=O)CCc1nnc(C2(c3ccc(Cl)cc3)CCC2)o1 (centres undefined)	-2.6	-74.3	-20.3	6.1	6.3	-162.7	0.2	-10.8	0.3	-21.7	-0.7
14	O=C(CN1C(=O)c2cccc3cccc(c23)C1=O)N1CCN(Cc2ccc3c(c2)OCO3)CC1	-3.3	41.6	-0.3	-17.8	47.3	14.6	-7.5	10.5	-0.5	1.1	-0.5
15	CCN(C(=O)CCS(=O)(=O)c1ccc(Br)cc1)c1ccc2c(c1)OCO2	-2.9	-0.3	-7.6	-7.5	1.4	12.2	-5.0	17.5	1.1	-3.7	4.6

#	SMILES	HTR2A ag	Peg3 prom inh	NR2E3 ag-1	PDI turbidity	Cardio protect	HIF-2a block	CaV13 FRET inh	Shn3 inh set2	NR2E3 ag-2	MITF TRPM1 inh	hiPSC survival
16	COc1ccc(-n2c(SCCC(=O)O)nnc2-c2ccncc2)cc1	-5.1	0.7	-5.6	3.3	2.9	2.8	-0.7	-4.5	-1.3	4.1	3.3
17	COC(=O)c1ccc(CNC(=O)c2ccc(OC)c(S(=O)(=O)NC3CC3)c2)cc1	1.8	-7.5	-23.1	-23.8	3.5	20.2	-4.9	-2.2	nt	nt	1.4
18	CCNC(=O)COc1cccc(C(=O)NCc2ccccc2)c1	0.1	0.2	-10.8	-7.4	-3.6	16.4	-4.4	-17.3	1.0	3.6	-0.1
19	Cc1ccc(C(C(=O)NC2CCCC2)N(C(=O)Cc2cccs2)c2ccc3c(c2)OCCO3)cc1 (centres undefined)	0.4	27.7	-7.4	5.0	9.5	-10.4	-8.5	18.4	2.1	-6.6	2.7
20	CC1=C(C)CC(C(=O)NCCc2ccccc2)C(C(=O)O)C1 (centres undefined)	9.5	-28.7	-14.2	0.3	1.9	-26.9	-4.5	11.9	-2.4	-0.5	4.4
21	O=C(Nc1ccccc1N1CCCC1)c1cc(=O)[nH]c2ccccc12	-1.2	-5.8	-21.7	-0.3	-2.5	9.7	-5.4	-22.6	nt	-0.7	-0.4
22	CCCN(CC(=O)Nc1ccc(NC(C)=O)cc1)CC(=O)Nc1ccc(F)c(F)c1F	5.8	1.5	-10.7	-5.7	-2.4	9.6	-3.8	4.3	-0.3	-7.5	-0.2
23	CCOc1ccc(N2C(=O)CC(n3nc(C)cc3C)C2=O)cc1 (centres undefined)	-2.8	9.7	4.7	1.1	-10.4	7.5	nt	-16.0	-1.2	-3.6	-0.8
24	COc1cc(/C=N/Nc2nncn2/N=C/c2ccc(O)c(OC)c2)ccc1O	-1.8	-157.8	-53.9	2.6	-20.4	-129.9	-4.7	32.5	-4.0	-25.8	-3.3
25	C=CCC(NC(C)c1ccccc1)c1ccco1 (centres undefined)	-0.5	11.1	6.2	-11.2	4.3	9.4	-6.6	2.1	-3.0	11.5	1.0
26	COc1ccccc1CN1CC(C(=O)N2CCC(C(=O)c3ccccc3)CC2)CCC1=O (centres undefined)	-3.0	-103.2	-43.5	5.0	1.9	-133.7	-1.6	-9.6	-2.6	-38.8	-0.3
27	CCc1ccc(S(=O)(=O)N2CCN(C(=O)c3cccnc3)CC2)cc1	-2.0	3.9	-10.9	-6.0	-8.7	11.0	-5.4	13.0	1.0	-7.2	-0.1
28	COc1cccc(CNCc2ccccc2Br)c1OC	-0.3	-21.5	-4.5	-5.4	-3.4	-24.8	-4.6	-3.4	1.7	-5.0	-0.6
29	O=C(c1nc2ccccn2c1CNCC1OCCc2ccccc21)N1CCOCC1 (centres undefined)	0.7	12.4	-6.7	-6.5	11.7	11.4	-4.1	22.2	3.8	19.6	1.6
30	COc1ccc(F)c(CN2CCCC(CNS(=O)(=O)c3cccc4cccnc34)C2)c1 (centres undefined)	-0.6	-3.0	-34.2	0.4	-2.2	-1.6	-5.7	18.6	0.4	-9.6	-0.2

#	SMILES	HTR2A ag	Peg3 prom inh	NR2E3 ag-1	PDI turbidity	Cardio protect	HIF-2a block	CaV13 FRET inh	Shn3 inh set2	NR2E3 ag-2	MITF TRPM1 inh	hiPSC survival
31	COC(=O)C=CSC(=S)C1CCCC1=N (centres undefined)	-0.8	-174.5	-23.9	0.6	4.1	-197.4	-5.3	-32.3	nt	nt	2.3
32	CC(=O)c1ccccc1OCCOc1ccccc1C(C)=O	-0.5	9.7	3.3	2.5	6.4	6.7	-19.6	14.4	-1.4	0.4	-0.2
33	CC(=O)N1CC(C)Sc2ccc(S(=O)(=O)N3CCCCC3)cc21 (centres undefined)	11.1	12.9	25.9	-9.4	-3.1	7.5	-2.1	18.6	2.0	-2.5	-0.4
34	CC(Sc1nnc(Cn2c(=O)sc3ccccc32)n1C)c1ccccc1 (centres undefined)	-3.5	6.2	-31.1	nt	0.0	9.9	-1.6	11.5	3.0	9.8	1.6
35	O=C(Nc1ccccc1C(=O)NCc1ccccc1)c1ccccc1Br	-2.8	9.0	1.0	-5.0	4.5	10.5	-3.5	6.6	3.4	-5.2	-1.1
36	CC(C)CC1=NN(C(=O)c2ccncc2)C(O)(C(F)(F)F)C1 (centres undefined)	0.3	-2.8	-1.7	2.5	1.2	12.4	-9.0	-4.8	0.1	-10.7	-1.0
37	CC(C)N1CCN(Cc2ccc(-c3ccccc3)cc2)CC1CCO (centres undefined)	-1.1	-12.5	17.2	9.5	2.0	16.5	-5.1	-6.9	-1.9	-4.9	-0.6
38	COc1ccc(N(C=O)C(C(=O)Nc2c(C)cccc2C)c2ccccc2)cc1 (centres undefined)	0.5	14.5	-3.1	11.6	-0.6	15.7	-4.5	0.1	2.6	-16.7	-0.1
39	COc1ccc(C2=NOC(C(=O)Nc3ccc4c(c3)OCO4)C2)cc1 (centres undefined)	-1.6	-5.0	-35.0	-2.3	-3.8	-28.9	-2.7	-9.4	nt	-0.8	0.1
40	O=C(O)C1=C[C@H](c2ccc(C(F)(F)F)cc2)C[C@H](OCc2ccc(CO)cc2)O1	1.5	9.9	-8.3	0.9	7.6	-3.4	-4.6	-0.3	1.2	2.9	0.2
41	CN(CC(=O)NC1CCCCCCC1)S(=O)(=O)c1cccc2cccnc12	6.5	-4.5	6.5	1.1	-0.6	10.0	-6.4	-11.3	-0.1	-9.2	2.7
42	COC(=O)/C=C(\Oc1ccccc1)C1(O)CCCCC1	-2.4	11.9	-30.5	0.3	-1.9	14.3	10.1	-8.8	2.1	0.0	0.1
43	CC(C)CCN1CCN(Cc2cccn2-c2ccc(Cl)cn2)CC1CCO (centres undefined)	-3.6	2.0	-23.7	1.5	0.9	9.1	-4.4	2.5	4.1	-7.5	10.9
44	Cc1cccc(NC(=O)CSc2nnc(CNC(=O)c3ccco3)n2C)c1	-1.0	-8.1	-30.0	-4.6	-1.0	1.7	-3.0	-28.0	0.5	-0.5	0.2
45	C/C(CC(=O)Nc1ccc(N(C)C)cc1)=N\NC(=O)c1ccc(Cl)cc1Cl	-4.0	-50.9	-44.5	3.6	-1.7	-58.1	-4.5	-6.0	-2.3	-8.2	-0.7
46	S=C1NC2(CCCCC2)Cc2ccccc21	-1.8	11.8	5.8	-2.7	-2.8	9.3	-3.5	-8.0	1.8	0.4	2.7
